FUS suppressor – rescues growth of FUS-expressing yeast; Potency, µM (series often up to 76.6 µM), for the others: at the top dose growth rescue (activation), usual class: activators; 0.24% of 390,000 active; S. cerevisiae FUS-expressing, growth rescue, OD600, 24 h;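 also: plate controls were DMSO vehicle for no effect and reference control for full effect; nearly all actives have a fitted effect of over 55% in size; some results filed as inactive show a strong effect at the top dose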
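Read-out: OD at 600 nm after 24hr at 30C, reporting rescue of FUS-induced yeast toxicity. Cells at OD 0.005 in galactose (2%) minimal medium; compounds tested in a dilution series; CP55940 titration from 92uM final as control.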
TDP-43 yeast inh – TDP-43 toxicity inhibition in yeast; Potency, µM (titrated, usually from 46.1 µM), for the others: at the highest dose growth rescue (activation), hits mostly activators; AID 652104; 1.8% of 410,000 active; TDP-43 expressing yeast growth rescue, BacTiter-Glo, 24 h; also: % of control where 0% means no effect; nearly all actives have a fitted effect of over 50% in size
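Cell-based yeast growth screen: TDP-43 expression induced in galactose, inoculum OD600=0.02 after raffinose pregrowth to mid-log. Read-out BacTiter-Glo luminescence at 24 hr, 30 deg C; inhibition of toxicity seen as signal increase.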
PTHR1 ag – PTHR1 (human) receptor agonism. Potency, µM (series often up to 115 µM), without a hit: at the highest dose activation, most hits filed as activators. 0.075% of 410,000 active. Q03431. AID 743266. HEK293 GP2 PTHR1 cells, GloSensor cAMP luminescence, 1 h; also: nearly all actives have a fitted effect of over 55% in size; some results filed as inactive show a strong effect at the top dose; inactives centre near -15; many of its hits are not listed in these tables
Target sequence (Q03431 whole entry, looked up): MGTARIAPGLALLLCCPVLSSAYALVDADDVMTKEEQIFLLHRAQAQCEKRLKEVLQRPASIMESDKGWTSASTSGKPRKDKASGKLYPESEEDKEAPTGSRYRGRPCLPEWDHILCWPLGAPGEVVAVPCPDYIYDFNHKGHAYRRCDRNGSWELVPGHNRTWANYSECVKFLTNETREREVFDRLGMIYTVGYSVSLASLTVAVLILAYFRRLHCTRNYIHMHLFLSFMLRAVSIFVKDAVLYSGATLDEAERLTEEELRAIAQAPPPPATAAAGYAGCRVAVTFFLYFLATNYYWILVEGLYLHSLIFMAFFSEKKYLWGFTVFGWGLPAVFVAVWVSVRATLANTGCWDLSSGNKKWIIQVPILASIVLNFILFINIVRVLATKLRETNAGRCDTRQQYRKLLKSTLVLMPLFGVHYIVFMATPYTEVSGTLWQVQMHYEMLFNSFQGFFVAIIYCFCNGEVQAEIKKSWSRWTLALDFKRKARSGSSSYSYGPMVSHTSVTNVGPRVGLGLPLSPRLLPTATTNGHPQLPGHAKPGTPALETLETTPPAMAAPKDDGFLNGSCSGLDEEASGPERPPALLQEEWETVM
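HEK-293-derived GP2 cells expressing PTHR1 and a GloSensor cAMP reporter, 3,000/well, plated overnight, given luciferin plus IBMX (each 0.5 mM as added) for 1 h at 37 °C, then compound for 1 h at 37 °C. Luminescence was read after 15 min at room temperature.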
An asterisk follows results filed as active; i = inactive; ? = inconclusive; [ ] = dose if it differs, or a comment. Calls follow the shape of the dose curve; as a rule, active = well fitted curve in the direction sought with a large enough effect; inconclusive = small, poorly fitted or top-dose-only effect, or another doubt; inactive = no such curve, though single readings can be large; an effect the other way counts as inactive or inconclusive. Potency is read from the fitted curve at half-maximal effect.

SMILES	FUS suppressor	TDP-43 yeast inh	PTHR1 ag
CCN(CC)C(=O)C1=CC(c2ccc3c(c2)OCO3)=NS(=O)(=O)N1C	0%	11%	i
Cc1cccc(C(=O)N2CCc3cc(CNC(=O)Cc4ccc(F)cc4)ccc32)c1	36%	21%	-1%
CCOC(=O)C1CCN(C(=O)c2ccc3c(c2)sc2nc(-c4ccc(OCC)cc4)cn23)CC1	?	?	-35%[inhibitor]
CC(=O)N1CCc2c(sc3c2c(=O)n(Cc2ccccc2)c(=O)n3CC(=O)Nc2ccc(C)c(F)c2)C1	?	7%	i
Cc1cccc(-n2c(=O)c3ccccc3n(Cc3ccc(F)cc3)c2=O)c1	10%	25%	-8%
CCCN(CCC)C(=O)Cn1c(=O)n(-c2cccc(OC)c2)c(=O)c2c3c(sc21)CCCC3	3%	12%	-1%
Cc1ccc(NC(=O)c2ccc(CNS(=O)(=O)c3ccc4c(c3)C(C)(C)C(=O)N4C)cc2)cc1	-10%	12%	-52%[inhibitor]
COCCCNC(=O)c1ccc2c(c1)N(Cc1ccccc1F)C(=O)c1ccccc1S2=O (stereo not drawn)	25%	8%	-19%
O=C(CSc1nnc(-c2cccs2)o1)Oc1ccc(Cl)cc1	-10%	12%	?
COc1ccccc1Cc1nc2ccccc2nc1SCC(=O)Nc1ccc2c(c1)OCO2	-14%	16%	i
COc1ccc(OC)c(CCNC(=O)C(C)n2c(C)c3cnn(-c4ccccc4)c(=O)c3c2C)c1 (stereo not drawn)	13%	12%	i
CCOc1ccc(-c2cn3c(n2)sc2cc(C(=O)NCCC4=CCCCC4)ccc23)cc1	-3%	0%[9.22 µM]	i
COc1ccc(-c2c(C)nn3c(N4CCN(c5ccccc5)CC4)cc(C)nc23)cc1OC	-14%	25%	-23%
CCc1ccccc1NC(=O)c1nc(-c2ccncc2)no1	-27%	12%	i
CCOc1ccc(C(=O)Nc2ccc3oc(-c4ccc5ccccc5c4)nc3c2)cc1	14%	21%	0%
COc1ccc(CCNC(=O)CSc2nc3ccccc3nc2Cc2ccc(C)cc2)cc1OC	-22%	24%	i
CCCCNc1nc(Oc2ccc(=O)n(-c3ccccc3)n2)nc(N(CC)CC)n1	13%	13%	-39%[inhibitor]
CCN(CC)c1ccc(NC(=O)CN2C(=O)c3cccnc3Sc3ccccc32)c(C)c1	6%	9%	-5%
CCc1ccc(NC(=O)Cn2cnc3sc(C)c(S(=O)(=O)N4CCN(c5ccccc5OC)CC4)c3c2=O)cc1	-8%	5%	i
Cc1cccc(-c2nc(N3CCN(c4ccc(F)cc4)CC3)c3ccccc3n2)c1	-3%	12%	-22%
O=S(=O)(c1ccc(Cl)cc1)c1nc(-c2ccccc2Br)oc1NCc1ccccc1	8%	5%	i
COc1ccc(C2C=C(c3ccccc3)Nc3nc(NS(=O)(=O)c4ccc(C)cc4)nn32)cc1 (stereo not drawn)	17%	1%[9.22 µM]	-17%
COc1cccc(C(=O)c2c(N)c(-c3nc(-c4ccccc4)cs3)c3ccccn23)c1	-13%	7%	-1%
CCCCNC(=O)c1cc(-c2ccc(Cl)c(Cl)c2)on1	-23%	?	i
CCC1CCCCN1C(=O)CSc1nc(-c2ccc(OC)c(OC)c2)cc(C(F)(F)F)n1 (stereo not drawn)	45%	0%	i

New compounds follow.
SMILES	FUS suppressor	TDP-43 yeast inh	PTHR1 ag
CCc1ccc(NC(=O)CN2C(=O)CCSc3ccc(S(=O)(=O)N4CCCC4)cc32)cc1	-10%	23%	i
Cc1ccc(S(=O)(=O)c2cn(Cc3ccccc3F)c3cc4c(cc3c2=O)OCO4)cc1	?	-17%	-1%
Cc1nc2c(-c3ccccc3)c(C)nn2c(C)c1CCC(=O)NCc1ccc(Cl)cc1	0%	6%	i
COc1ccc(Br)cc1CNC(=O)CCSCc1ccc(C)cc1	6%	27%	-2%
O=C(Nc1ccc(Br)cc1)N1CCC(CN2CCCC2)CC1	-2%	8%	?
O=C(Cc1cccs1)NC1CC(=O)N(c2ccc(F)cc2)C1 (stereo not drawn)	28%	15%	?
Cc1ccc(Oc2c(C(F)(F)F)oc3c(CN4CCCCC4)c(O)ccc3c2=O)cc1	24%	0%	i
COc1ccc2c(C)c(CC(=O)NCCc3ccccc3)c(=O)oc2c1OC	-19%	11%	-13%
Cn1cc(S(=O)(=O)c2ccc(Cl)cc2)c(=O)c2cc(F)c(N3CCCC3)cc21	-24%	14%	-18%
CC1CCN(c2oc(-c3cccs3)nc2S(=O)(=O)c2ccc(Cl)cc2)CC1	19%	12%	-31%
CCc1ccc(S(=O)(=O)c2nnn3c2nc(Nc2cc(OC)cc(OC)c2)c2cc(Cl)ccc23)cc1	-19%	16%	-31%[inhibitor]
CCN(C(=O)Cn1c(=O)n(-c2ccccc2)c(=O)c2ccc(C(=O)NCc3ccc4c(c3)OCO4)cc21)c1cccc(C)c1	35µM*	7%	-13%
CCN(C(=O)Cn1nc(Cc2ccncc2)c2ccccc2c1=O)c1cccc(C(F)(F)F)c1	12%	7%	-7%
CCOC(=O)c1c(C)[nH]c(C)c1S(=O)(=O)N1CCC(C(=O)N2CCN(c3cccc(C)c3C)CC2)CC1	?	?	-40%[inhibitor]
Cc1ccc(CNC(=O)c2cc3c(s2)-c2ccc(Cl)cc2SC3)cc1	-22%	19%	-4%
CCOc1ccccc1C(=O)Nc1ccc2nc3c(c(Nc4ccc(OC)c(OC)c4)c2c1)CCCC3	21%	11%	-15%
COc1ccc(CCNC(=O)Cn2ccc3cc(S(=O)(=O)N4CCCCC4)ccc32)cc1OC	33%	15%	-12%
COc1cccc(NC(=O)CSc2nc(O)c(C/C=C/c3ccccc3)c(=O)[nH]2)c1	?	-5%	?
Cc1ccc(NC(=O)C2CCCN(c3ncnc4onc(C)c34)C2)cc1Cl (stereo not drawn)	-19%	2%	-88%[inhibitor]
CCCN1CCN(C(=O)Cn2ncc3c4ccccc4n(Cc4cccc(Cl)c4)c3c2=O)CC1	-6%	0%[9.22 µM]	-8%
COc1ccc(S(=O)(=O)N(CCc2ccccc2)CC(=O)Nc2cccc(OC)c2)cc1	22%	24%	i
COc1ccc(N2CCN(C(=O)c3cn(C)c4ccc(S(=O)(=O)N(C)C5CCCCC5)cc4c3=O)CC2)cc1	4%	14%	i
O=C(Cn1cc(S(=O)(=O)Cc2cccc(Cl)c2)c2ccccc21)NCCc1ccccc1	-8%	1%	i
COc1ccc(C(=O)Nc2ccccc2-c2nc(-c3ccc(OC)cc3)no2)cc1	-15%	0%[9.22 µM]	6%
COC(=O)c1c(NC(=O)c2cc(OC)c(OC)c(OC)c2Br)sc2c1CCC(C)C2 (stereo not drawn)	23%	6%	-4%

(further entries)
SMILES	FUS suppressor	TDP-43 yeast inh	PTHR1 ag
COc1cc(OC)cc(C(=O)Nc2nc(-c3nnn(-c4ccc(F)c(Cl)c4)c3C)ns2)c1	-2%	7%	i
Cc1cc(C)cc(OC(C)C(=O)Nc2c(C(=O)c3ccccc3)oc3ccccc23)c1 (stereo not drawn)	-28%	23%	i
O=C(CCc1nc(CN2CCN(S(=O)(=O)c3ccc(Br)cc3)CC2)no1)N1CCCCC1	17%	-11%	-31%[inhibitor]
CC1(C)N=C(c2ccc(F)cc2)C(=O)N1CC(=O)Nc1ccccc1Cl	-14%	19%	-41%[inhibitor]
CCc1ccc(S(=O)(=O)c2nnn3c2nc(NCCc2ccccc2)c2sccc23)cc1	43%	11%	-57%[inhibitor]
CCn1nnc2cc(C(=O)Nc3cccc(Cl)c3C)ccc21	-9%	4%	-13%
O=C(Nc1ccccc1C(F)(F)F)N1Cc2ccccc2Oc2ncccc21	10%	?	-7%
Cc1ccc(Cn2cc(S(=O)(=O)c3cccc(Cl)c3)c(=O)c3cc(F)c(N4CCOCC4)cc32)cc1	-13%	24%	-12%
Cc1ccc2c(CC(=O)Nc3ccc(S(=O)(=O)N4CCCCC4C)cc3)coc2c1C (stereo not drawn)	?	0%	-9%
CCOc1ccc(NC(=O)c2c(NC(=O)c3cccc(C)c3)sc3c2CCC3)cc1	14%	5%	-15%
COc1ccc(C2c3cc(OC)c(OC)cc3CC(=O)N2c2ccc(C)c(F)c2)cc1 (stereo not drawn)	?	4%	-13%
COc1ccccc1N1CCN(S(=O)(=O)c2c(C)nc3sc(C)c(C)n3c2=O)CC1	-12%	17%	-14%
O=C(Nc1sc2c(c1C(=O)Nc1ccccc1)CCC2)c1ccc(Br)cc1	-15%	4%	8%
O=C(C1CCCN(S(=O)(=O)c2cccc3nsnc23)C1)N1CCN(c2ccccc2)CC1 (stereo not drawn)	37%	11%	-90%[inhibitor]
COc1ccc(C(=O)N(Cc2ccco2)Cc2ccccc2F)cc1Cl	34%	?	i
O=C(Nc1ccc2oc(-c3cccnc3)nc2c1)c1ccc(-c2ccc(OC(F)(F)F)cc2)o1	0%	15%	-20%
COCCCNC(=O)c1cc(-c2cccnc2)nc2ccc(S(=O)(=O)N3CCC(C)CC3)cc12	14%	1%	11%
Cc1ccc(N2C(=O)CCSC23C(=O)N(Cc2ccccc2)c2ccccc23)cc1F (stereo not drawn)	?	?	-20%
Cc1ccc(S(=O)Cc2nc(-c3ccc(C(=O)NCc4cccc(C)c4)cc3)oc2C)cc1 (stereo not drawn)	11%	-16%	-15%
Cc1oc2ccc(O)c(CN3CCCC(C)C3)c2c1C(=O)Nc1ccccc1 (stereo not drawn)	1%	23%	19%
CCOC(=O)c1c(C)[nH]c(C)c1S(=O)(=O)N1CCC(C(=O)NCc2ccccc2)CC1	9%	25%	i
CCOC(=O)c1cccc(NC(c2nnc(-c3ccccc3)o2)c2ccccc2F)c1 (stereo not drawn)	?	9%	i
CN1C(=O)c2ccccc2Sc2ccc(NC(=O)Cc3ccc(Cl)cc3)cc21	25%	15%	-73%[inhibitor]
O=C(Nc1ccc(C(=O)N2CCN(c3cccc(Cl)c3)CC2)cc1)c1nsc2ccccc12	27%	?	-10%
COc1ccc(OC)c(C(=O)c2c(N)c(-c3nc(-c4ccc(C)c(C)c4)cs3)c3ccccn23)c1	-18%	17%	i

More entries follow.
SMILES	FUS suppressor	TDP-43 yeast inh	PTHR1 ag
CCn1c(C)c(C)c2cc(C(=O)NCCc3cc(OC)c(OC)c(OC)c3)ccc21	?	4%	i
O=C1C(c2ccc(F)cc2)N(CCc2ccc(Cl)cc2)C(=O)CN1C1CCCCCC1 (stereo not drawn)	15%	-14%	-54%[inhibitor]
O=C(NCc1ccccc1F)C(=O)NCC(c1cccs1)S(=O)(=O)c1cccs1 (stereo not drawn)	8%	0%	i
COc1ccc(N2CC(NC(=O)c3ccc4c(c3)OCO4)CC2=O)cc1 (stereo not drawn)	-6%	-9%	12%
CCOc1cc(C(=O)NCCc2sc(-c3ccc(F)cc3)nc2C)cc(OCC)c1OCC	?	0%	i
Cc1cc(C)c(NC(=O)c2cc(S(=O)(=O)N3CCC4(CC3)OCCO4)ccc2F)c(C)c1	21%	0%	-25%
COC(=O)C1=C(CS(=O)(=O)c2cc(Cl)ccc2OC)NC(=O)NC1c1ccccc1 (stereo not drawn)	-6%	-16%	-18%
Cc1cccc(C(=O)Nc2ccc(S(=O)(=O)N3CCC(c4nc5ccccc5s4)CC3)cc2)c1	-9%	18%	-27%
O=C(NCc1ccccc1Cl)c1c2c(nc3ccccc13)C(=O)N(C1CCCCC1)C2	5%	7%	2%
CCN(CC)CCNC(=O)c1c(C)oc2ncn(C)c(=O)c12	-3%	1%	-5%
Cc1ccc(Cl)cc1NC(=O)Cn1cc(S(=O)(=O)Cc2ccccc2Cl)c2ccccc21	27%	9%	-11%

Only part of the results is shown; the hit share may differ from the screen's.
